ANO1 block: inhibitors of mouse TMEM16A calcium-activated chloride channel | Q8BHY3 | HEK293 TMEM16A/YFP iodide influx fluorescence, ionomycin | normalized B-score (activity score, 25-100; higher = stronger inhibition) at 10 µM | actives 1.2% (n = 310,000);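 active means ratio plate-corrected score three or more library SD toward inhibition, starting fluorescence score within five deviations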;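 further: score derived from kinetic fluorescence span divided by baseline fluorescence per well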
MrgX1 ag: human MrgX1 receptor agonism, primary screen. Q96LB2. MrgX1-HEK293 cells, Fluo-4 calcium fluorescence, agonist mode; stronger effect = higher value. B-score at 10 µM. actives 0.44% (n = 310,000);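 active means calcium response B-score plate-corrected fluorescence ratio at least 3 library SD, with starting fluorescence B-score inside 5 SD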
Target sequence (Q96LB2 whole entry, looked up): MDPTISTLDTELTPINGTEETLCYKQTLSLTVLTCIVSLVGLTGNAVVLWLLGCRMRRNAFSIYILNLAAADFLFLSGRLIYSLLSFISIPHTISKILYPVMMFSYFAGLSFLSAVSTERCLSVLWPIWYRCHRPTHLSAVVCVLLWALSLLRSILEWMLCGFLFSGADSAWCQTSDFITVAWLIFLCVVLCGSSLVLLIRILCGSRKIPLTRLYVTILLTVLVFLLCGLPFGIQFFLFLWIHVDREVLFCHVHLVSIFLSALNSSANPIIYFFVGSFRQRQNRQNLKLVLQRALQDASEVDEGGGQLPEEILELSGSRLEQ
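Test system: HEK293 cells stably expressing human MrgX1 receptor; Input: fifteen thousand cells per well; Dosing: compound delivered in addition one of three; Schedule: overnight seeding, then 1 h dark dye loading; Technique: Fluo-4 NW calcium fluorescence; Measure: B-scored fluorescence response ratio; Controls: positive and negative controls per plate.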
RGS4 block: inhibitors of human RGS4; actives 0.45% (n = 310,000); HEK293 M3R/RGS4 inducible, Fluo-4 calcium flux; stronger effect = higher value; triggered by carbachol at its EC20; B-score at 10 µM;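 active means B-score, a plate-corrected calcium signal, over three deviations above library mean, with baseline fluorescence within five deviations of library mean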;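 further: RGS4 expression induced by doxycycline in cells with stable M3 receptor; B-score is computed from the integrated fluorescence ratio over baseline after carbachol; higher B-score means a larger calcium signal and so more RGS4 inhibition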
Target sequence (P49798 whole entry, looked up): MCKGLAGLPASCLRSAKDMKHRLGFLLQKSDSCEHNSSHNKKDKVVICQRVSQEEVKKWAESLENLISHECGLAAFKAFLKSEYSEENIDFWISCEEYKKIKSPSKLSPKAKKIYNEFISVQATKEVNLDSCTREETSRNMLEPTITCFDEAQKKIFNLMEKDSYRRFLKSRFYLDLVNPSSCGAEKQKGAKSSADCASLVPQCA
KCNK3 block: human KCNK3 channel inhibition, primary screen. B-score at 10 µM. actives 0.84% (n = 340,000). CHO-KCNK3 thallium flux, FluxOR fluorescence; stronger effect = lower value;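 active means B-score under library mean minus 4 SD, starting fluorescence ratio at most library mean plus 5 SD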;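 further: more negative B-score means stronger inhibition of thallium flux through KCNK3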
KCNQ1 inh: inhibitors of human KCNQ1 potassium channel. CHO-K1 KCNQ1, FluxOR thallium flux fluorescence; stronger effect = higher value. P51787. B-score at 10 µM. actives 1.3% (n = 310,000);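 active means compounds whose thallium flux B-score, printed positive for inhibition, exceeds three library SD while starting fluorescence stays within three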;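 further: channel opened by potassium depolarization with thallium stimulus after 20 min compound exposure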
KCNK9 block: blocks the human KCNK9 two-pore domain potassium channel; actives 1.2% (n = 310,000); Q9NPC2; B-score at 10 µM; HEK293 KCNK9, FluxOR thallium flux fluorescence; stronger effect = lower value;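 active means ratio B-score over 3 SD below the library mean, with starting fluorescence within 5 SD of its mean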;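 further: negative B-score means less thallium flux so channel inhibition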
Target sequence (Q9NPC2 whole entry, looked up, the tested form may be a part): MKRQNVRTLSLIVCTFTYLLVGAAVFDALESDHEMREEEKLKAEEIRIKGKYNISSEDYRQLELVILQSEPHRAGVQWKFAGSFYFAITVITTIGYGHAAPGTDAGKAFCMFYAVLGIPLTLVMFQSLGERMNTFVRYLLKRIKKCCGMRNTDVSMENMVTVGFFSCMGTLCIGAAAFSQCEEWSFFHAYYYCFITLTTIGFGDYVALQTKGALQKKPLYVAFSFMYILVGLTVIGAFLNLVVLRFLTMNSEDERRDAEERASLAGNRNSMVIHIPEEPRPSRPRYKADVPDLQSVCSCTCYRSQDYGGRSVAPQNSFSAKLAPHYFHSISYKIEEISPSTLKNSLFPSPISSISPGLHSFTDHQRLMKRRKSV
RGS4 act: RGS4 potentiation or activation; HEK293 M3R/inducible RGS4, carbachol calcium flux Fluo4; stronger effect = lower value; B-score at 10 µM; actives 0.92% (n = 310,000); AID 463111;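 active means B-score of the integrated calcium signal more than 4 SD below the library mean, with starting fluorescence not abnormally high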;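 further: negative B-score means reduced calcium response which marks RGS4 activation or potentiation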
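Material: Inducible-RGS4 HEK293 cells carrying M3 receptor; also added: carbachol at ECmax as muscarinic agonist stimulus; incubation: compound preincubation 20 min at room temperature before agonist; signal: Fluo4-AM (2 µM) calcium-flux fluorescence, kinetic read; measure: integrated calcium ratio converted to B score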
MrgX1 allo act: allosterically activates human MrgX1 receptor signaling; Q96LB2; MrgX1-HEK293, Fluo-4 calcium flux, FDSS; stronger effect = higher value; B-score at 10 µM; actives 0.63% (n = 310,000);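 active means plate-corrected calcium response at least 3 library SD above typical, normal starting fluorescence, not activating the receptor alone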;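 further: compound read alongside a low EC10 to EC30 dose of BAM8-22 agonist; peak minus trough fluorescence over baseline measured at the second addition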
KCNQ1 act: human KCNQ1 channel potentiation or activation; actives 0.35% (n = 310,000); B-score at 10 µM; AID 2648; CHO-K1 KCNQ1, thallium flux FluxOR fluorescence; stronger effect = higher value;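 active means fluorescence ratio B-score, a plate-corrected score, at least three library SD, with initial intensity B-score within 5 SD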
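Assay system: CHO-K1 cells stably expressing KCNQ1; Medium: assay buffer with matched DMSO; Also added: K+/Tl+ depolarizing stimulus; Dosing: single dose; Timing: dye 90 min, compound 20 min, room temperature; Measured by: kinetic FluxOR thallium fluorescence, 10-s 1-Hz baseline, 110-s post-stimulus read; Read-out: peak-minus-minimum fluorescence over initial fluorescence, negative-control normalized, B-scored.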
TMEM16A act: activates or potentiates the mouse TMEM16A chloride channel | actives 0.3% (n = 340,000) | HEK293 TMEM16A/YFP-H148Q/I152L, iodide quench fluorescence; stronger effect = lower value | B-score at 10 µM | Q8BHY3;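 active means fluorescence-ratio B-score plate-corrected deviation score at least 3 library SD below zero, with starting fluorescence score within 5 deviations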;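 further: channel opened by trigger with iodide after compound preincubation; score built on the fluorescence ratio of max minus min over baseline; more negative score means more quench and so TMEM16A activation or potentiation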
hERG protect: compounds protecting human hERG from proarrhythmic drug block; actives 0.51% (n = 310,000); activation (rescue from dofetilide block), less the hit threshold, % at 10 µM; CHO-hERG, FluxOR thallium flux, dofetilide IC70 present; Q12809;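 active means activation above the mean of controls blocked by dofetilide plus 5 SD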;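 further: thallium influx through hERG after potassium depolarization seen as dye fluorescence rise; in these data hits start at about 4.7%; inactives centre near -7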
* = called active by the depositor; i = inactive; · = no result given.

Sequence of screens – RGS4 act	hERG protect	TMEM16A act	MrgX1 ag	KCNK9 block	KCNQ1 act	KCNQ1 inh	ANO1 block	KCNK3 block	RGS4 block	MrgX1 allo act
Cc1ccccc1NC(=O)c1cccc(S(=O)(=O)N2CCOCC2)c1
    i	-8.8	i	i	i	i	i	i	i	i	i
COC(=O)N/N=C/c1ccc(-c2ccc(Cl)c(Cl)c2)o1
    i	-5.1	i	i	i	i	i	i	i	i	i
CC(C)(C)N(NC(=O)Nc1ccc(Cl)cc1)C(=O)c1ccccc1
    i	-6.2	i	i	i	i	i	i	i	i	i
CCOc1ccccc1N1C(=O)c2ccc(S(=O)(=O)c3ccc(C(=O)O)cc3)cc2C1=O
    i	-7.8	i	i	i	i	i	i	i	i	i
Cc1ccc(NC(=O)CSCc2cc(=O)n3nc(C4CC4)sc3n2)cc1
    i	-1.3	i	i	i	i	i	i	i	i	i
CCOC(=O)C1CCN(C(=O)c2cc3c(=O)n4cccc(C)c4nc3s2)CC1
    i	-6.3	i	i	i	i	i	i	i	i	i
Cc1ccc(S(=O)(=O)c2c(N)n(CCN3CCOCC3)c3nc4ccccc4nc23)cc1C
    i	-0.9	-20.1*	i	i	i	i	i	i	i	i
O=C(CCc1ccccc1)N/N=C/c1cccc(O)c1
    i	-8.6	i	i	i	i	i	i	i	i	i
Cc1[nH]c2ccccc2c1CCNC(=O)c1c(N)no[n+]1[O-]
    i	-9.9	i	i	i	i	i	i	i	i	i
COC(=O)c1nnc(-c2ccccc2)nc1OC
    i	-2.2	i	i	i	i	i	i	i	i	i
Cc1cccc(NCc2nc(SCC(N)=O)n[nH]2)c1
    i	-7.5	i	i	i	i	i	i	i	i	i
C=CCNC(=O)c1c(Cl)nc(C)c([N+](=O)[O-])c1C
    i	-3.7	i	i	i	i	i	i	i	i	i
CCCc1c(C(=O)N/N=C/c2c(OC)ccc3ccccc23)nnn1-c1nonc1N
    i	-2.5	i	i	i	i	i	i	i	i	i
COCc1ccc(C(=O)N2CCCC(N3CCN(c4ccc(F)cc4)CC3)C2)o1 (centres undefined)
    i	-16.7	i	i	i	i	i	i	i	i	i
Cc1[nH]c2ccccc2c1C(=O)C(=O)NCCc1ccc(S(N)(=O)=O)cc1
    i	-0.8	i	i	i	i	i	i	i	i	i
CCN(CC)S(=O)(=O)c1ccc(NC(=O)COC(=O)CNS(=O)(=O)/C=C/c2ccccc2)cc1
    i	-13.3	i	i	i	i	i	i	i	i	i
COc1cc(C(=O)Nc2ccccc2C(=O)Nc2ccccn2)cc(OC)c1OC
    i	-16.2	i	i	i	i	i	i	i	i	i
COc1ccc(/C=C/C(=O)NCc2cccnc2)cc1
    i	-1.6	i	i	i	i	i	i	i	i	i
CCN(CC(=O)Nc1c(F)cccc1F)C(=O)c1ccc2c(c1)NC(=O)C(C)S2 (centres undefined)
    i	-10.2	i	i	i	i	i	i	i	i	i
CCCn1c(=O)c(C(=O)Nc2ccccc2)c(O)c2ccccc21
    i	-9.7	i	i	i	i	i	i	i	i	i
O=C(O)CCCCCn1c(SCC(=O)N2CCCC2)nc2ccsc2c1=O
    i	-1.4	i	i	i	i	i	i	i	i	i
Cc1ccc(CC(=O)NC2CCSC2=O)cc1 (centres undefined)
    i	-11.2	i	i	i	i	i	i	i	i	i
COc1cc(CNCCc2ccccc2)ccc1OCC(=O)NC(C)(C)C
    i	-7.3	i	i	i	i	i	i	i	i	i
COc1ccc(-c2cn3c(C)c(C(=O)Nc4cccc(C)n4)sc3n2)cc1
    i	-7.4	i	i	i	i	i	i	i	i	i
COc1ccc(NC(C)=O)c(C)c1
    i	-3.6	i	i	i	i	i	i	i	i	i
CSc1nnnn1-c1ccc(Cl)cc1
    i	-13.0	i	i	i	i	i	i	i	i	i
Cn1c(=O)c2c(nc(CN3CCN(C(=O)c4ccco4)CC3)n2CCCc2ccccc2)n(C)c1=O
    i	-9.7	i	i	i	i	i	i	i	i	i
CC(C)(C)NC(=O)NC(=O)CSc1ncc(C(F)(F)F)cc1Cl
    i	-8.6	i	i	i	i	i	i	i	i	i
COC(=O)c1ccc(C)c(NS(=O)(=O)c2ccc(OC)cc2)c1
    i	-1.7	i	i	i	i	i	i	i	i	i
CC1(CCc2ccccc2)NC(=O)N(Cc2nnc(-c3ccccc3Br)o2)C1=O (centres undefined)
    i	-2.2	i	i	i	i	i	i	i	i	i

(more compounds)
Sequence of screens – RGS4 act	hERG protect	TMEM16A act	MrgX1 ag	KCNK9 block	KCNQ1 act	KCNQ1 inh	ANO1 block	KCNK3 block	RGS4 block	MrgX1 allo act
CC(=O)Nc1ccc(N/C=C/C(=O)c2ccco2)cc1
    i	-7.1	i	i	i	i	i	i	i	i	i
COc1ccc(C2=NOC(C(=O)Nc3c(C)n(C)n(-c4ccccc4)c3=O)C2)cc1OC (centres undefined)
    i	-0.4	i	i	i	i	i	i	i	i	i
COC(=O)C1CCN(C(=O)COC(=O)c2cc(-c3cccs3)nn2-c2ccccc2)CC1
    i	-19.4	i	i	i	i	i	i	i	i	i
NC(=O)CNC(=O)[C@@H]1CC2(CC(c3ccc(Cl)cc3)=NO2)CN1C(=O)c1ccccc1 (some centres undefined)
    i	-3.0	i	i	i	i	i	i	i	i	i
Cc1ccc(C(=O)NCc2ccncc2)cc1S(=O)(=O)N1CCCCC1
    i	-7.8	i	i	i	i	i	i	i	i	i
COc1ccc(C(=O)Nc2cccc(OC(=O)c3ccc(C)c(C)c3)c2)cc1
    i	-17.2	i	i	i	i	6*	i	i	i	i
Cc1ccc(C(C)(c2ccc(N)cc2)c2ccc(N)cc2)cc1
    i	-4.5	i	i	i	i	i	i	i	i	i
Cc1cc(C(=O)Nc2cccc(/C=C/C(=O)O)c2)c(C)o1
    i	-10.6	i	i	i	i	i	i	i	i	i
Cc1cc(Cl)ccc1C(=O)C1CCCN(C(=O)c2ccsc2)C1 (centres undefined)
    i	-8.4	i	i	i	i	i	i	i	i	i
CCN(CC)S(=O)(=O)c1ccc(NC(=O)c2ccc(Cl)nc2)cc1
    i	-6.7	i	i	i	i	i	i	i	i	i
CC(C)c1ccc(CNC(=O)C2CC(=O)N(C3CCCCC3)C2)cc1 (centres undefined)
    i	-9.4	i	i	i	i	i	i	i	i	i
COc1ccccc1NC(=O)NC1(C(=O)NCC2CCCO2)CCCCC1 (centres undefined)
    i	-9.0	i	i	i	i	i	i	i	i	i
O=C1C=C(O)CC(c2ccc(Cl)c(Cl)c2)C1 (centres undefined)
    i	-2.9	i	i	i	i	i	i	i	i	i
CCCn1c(N)c(N(CCOC)C(=O)c2ccc(C#N)cc2)c(=O)[nH]c1=O
    i	-3.7	i	i	i	i	i	i	i	i	i
COc1cc(NC(=O)CSc2nnc3ccc(-c4ccncc4)nn23)cc(OC)c1
    i	-19.6	i	i	i	i	i	i	i	i	i
O=C1CSc2ccc(C(=O)NCC(c3ccco3)N3CCCCC3)cc2N1 (centres undefined)
    i	-6.7	i	i	i	i	i	i	i	i	i
Cc1nnc(SCC(=O)Nc2sc3c(c2C#N)CCCCC3)n1N
    i	2.2	i	i	i	i	i	i	i	i	i
CC(=O)Nc1ccc(NC(=O)c2c(C)nc3ccccn23)cc1
    i	-2.3	i	i	i	i	i	i	i	i	i
C=CCNC(=O)NC(=O)COC(=O)/C=C/c1cccc([N+](=O)[O-])c1
    i	-3.7	i	i	i	i	i	i	i	i	i
CN(C(=O)c1ccc(Br)o1)C1CCS(=O)(=O)C1 (centres undefined)
    i	-2.9	i	i	i	i	i	i	i	i	i
Nc1cnc(CNc2ccccc2Cl)cn1
    i	-1.2	i	i	i	i	i	i	i	i	i
COc1ccc(S(=O)(=O)N2CCCC(C(=O)Nc3ccc(OC)c(OC)c3)C2)cc1 (centres undefined)
    i	0.8	i	i	i	i	i	i	i	i	i
CC(C)(C)CNc1cc(N2CCCC2)ccc1[N+](=O)[O-]
    i	-3.9	i	i	i	i	i	i	i	i	i
O=C(NCc1ccccn1)C(=O)NCC1OCCN1S(=O)(=O)c1ccc(F)cc1 (centres undefined)
    i	-8.0	i	i	i	i	i	i	i	i	i
CCOC(=O)N1CCN(S(=O)(=O)c2cccs2)CC1
    i	-7.8	i	i	i	i	i	i	i	i	i
CCCCCN(C(=O)CCC(=O)OCC(=O)c1ccc(CCC)cc1)c1c(N)n(CCCC)c(=O)[nH]c1=O
    i	-15.5	i	i	i	i	i	i	i	i	i
COc1ccccc1C1CC(c2ccco2)=NN1S(C)(=O)=O (centres undefined)
    i	-6.6	i	i	i	i	i	i	i	i	i
CC(C)(O)CNC(=O)C(Cc1ccccc1)N1C(=O)c2ccccc2C1=O (centres undefined)
    i	-10.6	i	i	i	i	i	i	i	i	i
COCC(=O)N(Cc1nc2ccccc2c(=O)[nH]1)Cc1cccs1
    i	-0.7	·	i	i	i	i	i	i	i	i
O=C(c1ccc(F)cc1)n1ccc(-c2cnc(-c3ccccc3)s2)n1
    i	-2.2	i	i	i	i	i	i	i	i	i

(continued)
Sequence of screens – RGS4 act	hERG protect	TMEM16A act	MrgX1 ag	KCNK9 block	KCNQ1 act	KCNQ1 inh	ANO1 block	KCNK3 block	RGS4 block	MrgX1 allo act
CC1(C)Cc2cccc(OCC(=O)OCC(=O)NCc3ccc(F)cc3)c2O1
    i	-8.9	i	i	i	i	i	i	i	i	i
CNC(=S)NNc1ccccc1[N+](=O)[O-]
    i	-11.6	i	i	i	i	i	i	i	i	i
NC(=O)COc1ccc(NC(=O)CC23CC4CC(CC(C4)C2)C3)cc1
    i	-3.2	i	i	i	i	i	i	i	i	i
CCN(CC)c1ccc(NC(=O)c2[nH]c(C)c(C(C)=O)c2C)c(C)c1
    i	-8.5	i	i	i	i	i	i	i	i	i

Bioassay records deposited in PubChem BioAssay by Johns Hopkins Ion Channel Center.

Not a hit list; overall some 6.3% were active at least once.
